# Bim-Bfl-1: human Bim-Bfl-1 interaction inhibition. Q16548. Bead-based flow cytometry, Bim-Bfl-1 binding inhibition. inhibition, % at 10 µM. 190,000 tested, 0.12% active;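 note: 0% = wells without compound plus tracer and 100% = blocker peptide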
# Mcl1-Bid inh: Mcl-1/Bid interaction inhibition; 220,000 tested, 0.97% active; AID 1021; TR-FRET Mcl-1/Bid-Dy647 peptide binding, 1536-well; inhibition, % at 21.7 µM;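 active = compounds that cut the binding signal by more than half at the single screening dose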;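 note: His-tagged Mcl-1 with europium anti-His antibody binding Bid BH3 peptide; 0% = Mcl-1 plus peptide wells and 100% = peptide-only wells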
# Target sequence (Q07820 whole entry, looked up): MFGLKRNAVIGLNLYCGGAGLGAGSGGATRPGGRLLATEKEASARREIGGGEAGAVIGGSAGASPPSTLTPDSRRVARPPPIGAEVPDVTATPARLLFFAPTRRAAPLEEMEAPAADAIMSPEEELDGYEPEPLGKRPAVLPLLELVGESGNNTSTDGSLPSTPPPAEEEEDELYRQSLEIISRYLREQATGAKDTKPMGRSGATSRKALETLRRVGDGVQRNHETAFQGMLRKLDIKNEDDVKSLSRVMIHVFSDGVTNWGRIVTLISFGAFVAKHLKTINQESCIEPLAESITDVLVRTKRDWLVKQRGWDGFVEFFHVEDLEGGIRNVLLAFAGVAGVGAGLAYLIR
# Bim-Bcl-W: disrupts Bim peptide binding to human Bcl-W; AID 952; Q92843; 190,000 tested, 0.02% active; inhibition, % at 10 µM; bead-based flow cytometry;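 note: 0% = bound tracer without compound and 100% = peptide blocker; higher means less fluorescent Bim peptide bound to Bcl-W beads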
# Bim-Bcl-2: disrupts Bim peptide binding to human Bcl-2 | Bead-based flow cytometry, Bim peptide-Bcl-2 binding | inhibition, % at 10 µM | 190,000 tested, 0.06% active | AID 950 | P10415; in the data active = inhibition above about 40%; inconclusive = no clear call, values can overlap the other calls;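 note: 0% = no compound wells with probe peptide and 100% = reference peptide inhibitor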
# Target sequence (P10415 whole entry, looked up): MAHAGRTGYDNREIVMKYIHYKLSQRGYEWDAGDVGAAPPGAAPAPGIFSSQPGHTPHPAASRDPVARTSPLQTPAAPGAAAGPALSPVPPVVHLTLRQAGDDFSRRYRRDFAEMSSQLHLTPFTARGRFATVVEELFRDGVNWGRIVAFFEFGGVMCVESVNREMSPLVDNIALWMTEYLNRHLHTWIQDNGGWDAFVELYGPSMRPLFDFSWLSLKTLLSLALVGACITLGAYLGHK
# Bcl-XL Bim block: inhibitors of Bim-Bcl-XL interaction, human | Q07817 | 190,000 tested, 0.04% active | Bim peptide-Bcl-XL binding, bead flow cytometry, fluorescence | inhibition, % at 10 µM
# RGS4-Gao reg: modulates binding of RGS4 to human Galphao. binding response (% of control), % at 10 µM. AID 1415. 220,000 tested, 0.33% active. Multiplexed bead flow cytometry; actives lie on both sides; in the data active = binding response below about 49% or above about 150%; inactive = in between;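 note: fluorescent Galphao activated with aluminum fluoride binding bead-coupled RGS4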
# Target sequence (P09471 whole entry, looked up): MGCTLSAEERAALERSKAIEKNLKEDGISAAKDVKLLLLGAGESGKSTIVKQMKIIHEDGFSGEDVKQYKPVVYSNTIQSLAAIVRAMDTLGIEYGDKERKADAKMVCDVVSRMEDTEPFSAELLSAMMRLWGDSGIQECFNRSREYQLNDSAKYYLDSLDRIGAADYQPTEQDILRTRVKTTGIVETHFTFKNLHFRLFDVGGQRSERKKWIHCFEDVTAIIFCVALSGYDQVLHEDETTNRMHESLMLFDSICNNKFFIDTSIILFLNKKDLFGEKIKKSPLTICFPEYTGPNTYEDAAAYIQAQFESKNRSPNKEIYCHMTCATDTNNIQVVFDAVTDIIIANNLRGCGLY
# Bim-Mcl-1: human Bim-Mcl-1 interaction inhibition. Q07820. Bead-based flow cytometry, Bim peptide-Mcl-1 binding. inhibition, % at 10 µM. 190,000 tested, 0.1% active;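 note: 0% = no compound tracer wells and 100% = peptide blocker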
# RGS8-Gao reg: regulators of human RGS8-Galphao interaction; response (percent of control binding), % at 10 µM; 220,000 tested, 0.34% active; P09471; multiplexed bead flow cytometry, RGS8-Galphao binding; actives lie on both sides; in the data active = response below about 60% or above about 140%; inactive = in between;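 note: Galphao activated as the GDP aluminium fluoride complex binding bead-coupled RGS8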
# GSH bead fluor: GSH bead compound fluorescence profile; GSH beads flow cytometry, compound fluorescence 488/530 nm; hits give high values; 190,000 tested, 0.25% active; AID 1776; fluorescence (KMESF) at 10 µM; in the data active = fluorescence above about 89;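 note: glutathione beads carrying GST-tagged Bcl family fusion proteins plus one bare bead set; values are compound well signal with DMSO vehicle wells as background; inactives centre near 16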
# Bcl-B Bim block: human Bim-Bcl-B interaction inhibition; inhibition, % at 10 µM; 190,000 tested, 0.073% active; AID 951; Q9HD36; bead-based flow cytometry, Bim peptide-Bcl-B binding;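 note: 0% = tracer peptide without compound and 100% = reference inhibitor peptide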
# RGS7-Gao: regulators of human RGS7-Galphao interaction. P09471. Multiplexed bead flow cytometry, RGS7-Galphao binding; actives lie on both sides. binding response (% of control), % at 10 µM. 220,000 tested, 0.35% active; in the data active = binding response below about 49% or above about 150%; inconclusive = no clear call, values can overlap the other calls; inactive = in between;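 note: fluorescent Galphao held in activated GDP-AlF4 state binding bead-coupled RGS7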
# Starred values were filed as active, the others as inactive; ? = inconclusive; / = not tested or not shown. Cut-off read from the data, not from the text of the source, unless noted: active = inhibition above about 40%.
RGS8-Gao reg,RGS4-Gao reg,GSH bead fluor,Bim-Bfl-1,Bim-Bcl-W,Bcl-B Bim block,RGS7-Gao,Bim-Mcl-1,Bim-Bcl-2,Bcl-XL Bim block,Mcl1-Bid inh,structure
101,99,14,-1,-2,-2,99,-4,-1,0,-7,O=C(CC1(O)C(=O)Nc2ccccc21)c1ccc(-n2cccc2)cc1 (stereo not drawn)
100,96,15,0,-1,1,100,1,2,-1,-11,CCOC(=O)c1c(C)c(C(=O)NCCCOC)c(C)n1C
102,101,20,-7,-4,-7,104,-6,-6,-2,0,NC(=O)C1=C[C@@H](c2coc3ccccc3c2=O)C[C@@H](OCCCCO)O1
101,97,13,-1,3,5,97,2,1,5,-3,CCN(CC)CCCNc1cc2n(c(=O)n1)CCc1cc(OC)c(OC)cc1-2
103,98,10,-8,0,-3,98,0,-2,0,0,CN(Cc1cccs1)c1nc(-c2cccnc2)nc2ccccc12
101,100,4,0,2,0,101,0,1,-1,-45,Cc1ccc(NC(=O)[C@@H]2CCCN2S(=O)(=O)c2ccccc2F)cc1S(=O)(=O)N1CCOCC1
97,101,9,5,7,-8,104,1,-7,1,-8,Oc1ccc(N2CCN(c3ncnc4sc5c(c34)CCC5)CC2)cc1
108,107,21,-6,-8,-10,108,-6,-7,-11,12,COc1ccc(C(CC(=O)Nc2cc([N+](=O)[O-])ccc2OC)c2ccccc2)cc1 (stereo not drawn)
99,95,13,-8,-3,-6,96,-3,-4,-2,-12,O=C(NCCCn1ccnc1)c1nn2c(C(F)(F)F)cc(-c3ccccc3)nc2c1Cl
99,98,11,-3,0,0,101,0,-2,-1,-11,CNS(=O)(=O)c1cc(N(C)S(=O)(=O)c2ccc(C)cc2)c(C)cc1C
91,98,9,7,3,4,100,1,7,3,-19,Cc1ccccc1NC(=O)COC(=O)CNC(=O)c1sc2ccccc2c1Cl
102,100,14,-12,-2,-4,97,0,-2,-2,-36,CCCCNC(=O)CNC(=S)N(CCCN1CCOCC1)Cc1cccs1
97,98,26,-2,-2,-1,93,-4,0,-3,-15,Cn1ccnc1SCc1cc(=O)[nH]c2ccccc12
97,95,13,-2,-4,-2,?,0,-1,-2,-18,Cn1c(N)c(C(=O)COC(=O)CCOc2ccc(C(C)(C)C)cc2)c(=O)n(C)c1=O
101,101,19,-5,2,0,?,0,0,-2,-29,CC1CCN(c2ccccc2NC(=O)c2ccc(C#N)cc2F)CC1
99,104,22,0,-1,-2,101,-2,-2,-6,-19,O=C(NCCCc1ccccc1)Nc1ccccc1
97,93,20,0,-1,-1,96,0,0,-1,-25,O=C(Cc1ccccc1)N[C@@H](Cc1ccccc1)c1nc2ccccc2[nH]1
88,94,9,6,1,3,95,2,1,2,-20,C/C(=N\NC(=O)CNc1ccccc1)c1ccccc1
102,103,9,5,14,5,102,19,2,2,-33,CC(=O)c1cc(-c2ccccc2)n(CC(=O)N2CCCCC2)c1C
104,107,8,-7,5,-2,103,1,-2,0,-12,COc1ccc(CN2CCN(S(=O)(=O)c3ccccc3)CC2)c(OC)c1
123,98,14,4,1,0,121,3,4,0,-25,CC1CN(C(=O)c2cc3cc([N+](=O)[O-])ccc3oc2=O)CC(C)O1 (stereo not drawn)
96,100,16,3,0,-1,94,-2,-2,-2,8,COC(=O)C(=Cc1ccc(OCc2ccc([N+](=O)[O-])cc2)c(OC)c1)C(=O)OC
95,92,17,0,2,-3,94,0,0,2,-7,O=C(N/N=C/c1ccco1)c1cccc(N2Cc3ccccc3C2)c1
94,88,52,/,/,/,91,/,?,/,/,CCc1cc(=O)oc2c(CN3CCCC3)c(O)c(Cl)cc12
103,103,5,0,0,-7,100,-2,0,-4,-10,CCc1ccc2c(c1)C(c1ccc([N+](=O)[O-])cc1)=NNC(c1ccccc1)=N2
100,101,24,-18,0,-8,102,-3,-5,-5,-34,CCN(CCCNC(=O)CN1C(=O)COc2ccccc21)c1ccccc1
98,99,24,-15,1,-5,100,-2,-9,-5,-7,COc1ccc(N2C(=O)CC(N3CCN(S(=O)(=O)c4c(F)cccc4F)CC3)C2=O)cc1OC (stereo not drawn)
97,102,21,0,0,-1,105,-3,-1,-1,-4,CCCCC(C(=O)O)C(C)CC(=O)Nc1ccn(-c2ccccc2)n1 (stereo not drawn)
106,105,14,0,-3,-5,108,-2,3,-6,-7,Cc1cccc(C)c1NC(=O)NC1(C(=O)NCCCN2CCOCC2)CCCCC1
97,98,14,7,0,1,99,0,2,0,3,c1cncc(-c2nc(-c3ccco3)cs2)c1

# (continued)
RGS8-Gao reg,RGS4-Gao reg,GSH bead fluor,Bim-Bfl-1,Bim-Bcl-W,Bcl-B Bim block,RGS7-Gao,Bim-Mcl-1,Bim-Bcl-2,Bcl-XL Bim block,Mcl1-Bid inh,structure
97,95,16,0,0,1,90,-1,0,-2,5,Cc1ccc(-c2csc3ncnc(N4CCN(C(=O)c5ccccc5)CC4)c23)cc1
103,100,11,-7,-2,-6,101,-1,-7,-7,10,CCOC(=O)c1cccc(P(=O)(C(C)(C)C)C(C)(C)C)c1
103,101,14,-3,0,1,99,-2,0,-3,-2,O=C(O)c1cnc(-c2ccccc2)nc1Sc1ccccc1Cl
103,101,17,-5,0,0,99,-1,-4,0,-3,CSc1ccccc1NC(=O)CN1CCN(Cc2ccccc2)CC1
106,105,31,-13,-17,-24,103,-18,-14,-16,-2,Cc1cccc(N(CC(=O)NC2CCCC2)C(=O)CS(=O)CC(=O)Nc2ccc3c(c2)OCO3)c1C (stereo not drawn)
105,100,13,0,0,0,103,-3,0,-1,-46,CC(=O)N1CCN(c2ccc(NC(=O)c3ccc(C(C)(C)C)cc3)cc2)CC1
95,94,10,0,0,4,88,2,0,-2,-23,O=C(NCCN1C(=O)S/C(=C\c2ccc(Cl)c(Cl)c2)C1=O)c1cnccn1
99,101,16,-5,0,0,98,-2,0,0,-65,Cc1nc(N2CCOCC2)sc1C(=O)NN
103,103,11,0,-3,-7,103,-3,-3,-6,-10,Nc1c(C(=O)c2ccc(Br)cc2)oc2ccccc12
102,104,14,-3,-2,-8,106,-5,0,-4,-46,Cc1ccc(C)c(NC(=S)NCCN(C2CCCCC2)C2CCCC2)c1
102,101,11,0,0,2,104,1,0,2,-26,O=C(COC(=O)c1ccc(Cl)nc1)Nc1ccc2c(c1)OCO2
98,101,21,-3,-2,-1,100,-3,-2,-3,11,O=C(Nc1cccc(Br)c1)c1cc2ccccc2o1
97,97,12,-5,-5,-12,92,-4,-5,-6,-55,Cc1ccccc1-n1cc[nH]c1=S
99,99,20,-6,-4,-6,97,-3,-3,-1,22,C[C@H]1C=C(C(=O)NCc2ccccc2)O[C@@H](OCc2ccc(CO)cc2)C1
108,103,35,-14,-2,-14,104,-2,-8,-5,-22,COc1ccc(C2C(C#N)=C(SCC(=O)Nc3ccc(C)cc3)NC3=C2C(=O)CC(C)(C)C3)cc1 (stereo not drawn)
103,101,20,-2,-2,-4,102,-1,0,-4,2,CC[N+](C)(C)Cc1ccccc1Br
99,96,24,-18,-2,-9,94,-6,-8,-10,-4,COC(=O)c1ccc(/C=N/OCC(=O)NC2CCCC(C)C2C)cc1 (stereo not drawn)
98,99,19,-4,-2,-3,99,0,0,-3,-13,O=C(NCCCN1CCOCC1)C(=O)NCCc1ccccc1
95,93,34,0,-2,0,91,-4,1,-6,-11,O=C(NCc1ccc2c(c1)OCO2)c1ccc2c(c1)C(=O)N(CC1CCCO1)C2=O (stereo not drawn)
104,103,12,-8,1,-3,102,2,-8,-1,-4,Cc1oc(-c2ccccc2F)nc1CN1CCC(C(=O)NCc2cccs2)CC1
106,99,9,2,0,3,105,48*,0,3,-23,CSc1ccccc1NC(=O)CN(C)CC(=O)Nc1ccc(N2CCOCC2)cc1
99,98,11,-7,-4,-5,99,-1,-1,-3,-7,CCNc1nc(NC(C)C)nc(N(C#N)CC(=O)OC)n1
102,105,19,-4,0,0,104,1,-2,-5,-28,O=C1CCC([N+](=O)[O-])C(c2cccc3ccccc23)N1 (stereo not drawn)
101,108,15,-2,0,0,105,0,0,-1,-2,O=c1ccc2ccc(OCc3nnc(-c4ccccc4Br)o3)cc2o1
99,100,12,-2,-3,-3,98,-1,0,1,-14,Cc1ccc(OCC(=O)N(Cc2ccccc2)c2ccccn2)cc1
86,69,30,-13,-4,-8,71,1,-13,0,-4,COc1c(C(C)C)cc(NC(C)=O)cc1C(C)C
100,98,20,-7,0,-8,101,0,-11,-4,-10,Cc1nn(CCCC(=O)N2CCc3ccccc3C2)c(=O)c2cc3sccc3n12
102,100,35,-9,2,-5,99,0,-6,-27,-12,COc1ccc(/C=N/NC(=O)C(=O)N2CCN(c3ccccc3OC)CC2)cc1
100,102,29,-1,0,1,103,0,-2,-2,-9,COC(=O)c1cnn2c(C(F)(F)F)cc(-c3ccc(F)cc3)nc12
96,102,20,-2,-3,-2,139,-4,-7,-3,-1,COc1ccc(-n2c(=O)c3ccccc3n(Cc3ccc(F)cc3)c2=O)cc1OC

# Going on with the list.
RGS8-Gao reg,RGS4-Gao reg,GSH bead fluor,Bim-Bfl-1,Bim-Bcl-W,Bcl-B Bim block,RGS7-Gao,Bim-Mcl-1,Bim-Bcl-2,Bcl-XL Bim block,Mcl1-Bid inh,structure
99,97,62,-10,3,-39,94,-131,-17,-6,-21,O=C(Nc1ccc(N2CCOCC2)cc1)Nc1ccc(Cl)c(Cl)c1
106,105,11,0,-3,-5,102,-6,-4,-7,-85,O=C(N/N=C/c1cc2c(cc1Cl)OCO2)c1ccncc1
100,93,19,-9,3,-2,99,0,-4,-1,-29,COc1ccc(NC(=O)CN2C(=O)CC(C)(C)S(=O)(=O)c3ccccc32)cc1
98,98,16,-9,-7,-9,98,-4,-8,-6,-12,Cn1c(Cn2c(=O)sc3ccccc32)nnc1SCC(=O)N1CCCCCC1
99,105,18,-1,0,0,100,-1,0,-1,-2,CC(C)(C)C1CCC2(CC1)C(C#N)=C(SCC(=O)NC1CCCCC1)NC(=O)C2C#N (stereo not drawn)
97,103,37,-8,0,-4,103,0,-5,-5,-2,COCCn1nnnc1CN1CCC(O)(c2cccc(C(F)(F)F)c2)CC1
100,96,25,1,0,-4,96,0,2,-2,15,O=C(CN(C(=O)CNC(=O)c1ccco1)c1ccc(Cl)c(Cl)c1)NC1CCCCC1
105,101,10,-6,0,-2,101,-1,-1,0,-3,COc1ccc(-c2nn(-c3ccccc3)cc2/C=N/Nc2ccccn2)cc1
99,99,11,0,-2,0,101,-1,-5,2,-29,CN(C)CCSc1nnc2sc3ccccc3n12
117,89,48,0,-3,-2,91,-2,-2,-5,-24,COc1ccc(N2CCN(CCNC(=O)Nc3ccc(Cl)cc3)CC2)cc1
99,96,18,-4,-3,-3,90,2,0,-4,-46,CN1C(=O)S/C(=C\c2ccc(-n3cncn3)cc2)C1=O

# Compound profiles, from the list above.
# CN(C)CCSc1nnc2sc3ccccc3n12 is listed with RGS8-Gao reg: 99; RGS4-Gao reg: 99; GSH bead fluor: 11; Bim-Bfl-1: 0; Bim-Bcl-W: -2; Bcl-B Bim block: 0; RGS7-Gao: 101; Bim-Mcl-1: -1; Bim-Bcl-2: -5; Bcl-XL Bim block: 2; Mcl1-Bid inh: -29
# Cn1c(Cn2c(=O)sc3ccccc32)nnc1SCC(=O)N1CCCCCC1 is listed with RGS8-Gao reg: 98; RGS4-Gao reg: 98; GSH bead fluor: 16; Bim-Bfl-1: -9; Bim-Bcl-W: -7; Bcl-B Bim block: -9; RGS7-Gao: 98; Bim-Mcl-1: -4; Bim-Bcl-2: -8; Bcl-XL Bim block: -6; Mcl1-Bid inh: -12

# High-throughput results from PubChem BioAssay.
